# Screening data deposited in PubChem BioAssay by several laboratories.
# Ecoli viability – E. coli V3065 growth inhibition, primary screen, counter-screen for AddAB inhibitor project, absorbance, OD600 | 18 h | inhibition, % at 11.9 µM | 330,000 compounds, 0.27% hits;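 active means inhibition above the campaign's mean inhibition across all tested compounds plus 3 SD, cut at about 9.9% in these data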;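 further: uninfected addAB+ strain grown without phage in ampicillin broth; 0% = DMSO wells and 100% = ciprofloxacin 0.95 µg/ml wells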
# AddAB inh – growth inhibition of E. coli expressing H. pylori AddAB, primary screen, AddAB inhibitor project, absorbance; inhibition, % at 11.9 µM; 330,000 compounds, 0.29% hits; AID 435030, 2010; in the data active means inhibition above about 12%;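 further: 0% = vehicle wells of infected cells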
# Tat transport – E. coli Tat export inhibitors, primary screen, MC4100, TorA-mCherry reporter, fluorescence, single point. 340,000 compounds, 0.036% hits. inhibition, % at 10 µM. AID 488895, 2010;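 active means mean replicate inhibition at least 50% and at least half of replicates individually reaching 50%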;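 further: exported cargo escapes ClpAP degradation while cytoplasmic cargo is degraded and loses fluorescence; 0% = median of neutral control wells and 100% = median of NaSCN control wells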
# MITF TRPM1 HTS – activators of MITF-driven TRPM1 promoter reporter, primary screen, cell-based, SK-MEL-5, luciferase, single point | 300,000 compounds, 0.75% hits | SK-MEL-5 TRPM1-promoter luciferase, 24 h; % of positive control, neutral wells = 0 | AID 588334, 2011 | activation, % at 12.5 µM;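 active means mean activation of at least 80% with every replicate also reaching 80%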;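 further: 0% = neutral control wells and 100% = parthenolide positive control wells; values of inactives mirror those of a sister screen read the other way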
# phage Ecoli inh – growth loss of phage-infected E. coli, primary screen, RecBCD inhibitor project, absorbance, with phage, HTS. inhibition, % at 11.9 µM. 360,000 compounds, 0.26% hits; in the data active means inhibition above about 11%
# CAL PDZ FP-1 – CAL PDZ peptide-binding inhibitors, primary screen, biochemical, fluorescence polarization, Cer-tagged CAL PDZ, HTS; Golgi-associated PDZ and coiled-coil motif-containing protein (Homo sapiens), Q9HD26; purified CAL PDZ, TMR-peptide fluorescence polarization, 1 h; inhibition, % at 20 µM; 330,000 compounds, 0.02% hits; AID 504414, 2011;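 active means highest replicate inhibition of at least 40%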;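 further: plate controls were DMSO neutral control wells for no effect and unlabeled competitor peptide control wells for full effect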
#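 Control set: unlabelled peptide and DMSO controls / Material: purified CerCALP PDZ construct / Timing: 1 h incubation at room temperature before polarization reading / Doses: 20 µM, one dose / Detection: fluorescence polarization (mP)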
# Wnt bcat act – Wnt/beta-catenin pathway activators, primary screen, cell-based, plate reader, single point. 300,000 compounds, 1.2% hits. Wnt/beta-catenin reporter cell assay, activator. AID 743398, 2014. activation, % at 9.35 µM; in the data active means activation above about 30%, passing the limit was not always enough;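 further: 0% = neutral control wells and 100% = positive control wells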
# SR-BI uptake up – activators of SR-BI mediated DiI-HDL uptake, primary screen, ldlA[mSR-BI] CHO cells, DiI fluorescence; 3 h; 100 = double the neutral-control signal; activation, % at 12.5 µM; 320,000 compounds, 0.096% hits; AID 504775, 2011;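 active means mean replicate activation of at least 60% and every replicate at or above 60%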;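 further: 0% = median plate neutral-control signal and 100% = twice that signal; values of inactives mirror those of a sister screen read the other way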
#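 Test system: SR-BI-overexpressing, LDLR-lacking CHO cells; Medium: Ham's F12 with 0.5% BSA, HEPES 25 mM, pH 7.4; Schedule: 3 h, 37 °C; Technique: bottom-read fluorescence, 550/595 nm.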
# SR-BI DiI inh – inhibitors of SR-BI mediated HDL lipid uptake, primary screen, ldlA[mSR-BI] cells, fluorescence, single point; Scavenger receptor class B member 1 (Mus musculus), Q61009; ldlA[mSR-BI] CHO cells, DiI-HDL uptake fluorescence, 3 h; inhibition, % at 12.5 µM; 320,000 compounds, 0.96% hits; AID 488896, 2010;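 active means mean replicate inhibition of at least 70% and a set share of replicates each scoring 70 or more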;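 further: 0% = median of neutral control wells and 100% = median of positive control wells; values of inactives mirror those of a sister screen read the other way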
# Target sequence (Q61009 whole entry, looked up): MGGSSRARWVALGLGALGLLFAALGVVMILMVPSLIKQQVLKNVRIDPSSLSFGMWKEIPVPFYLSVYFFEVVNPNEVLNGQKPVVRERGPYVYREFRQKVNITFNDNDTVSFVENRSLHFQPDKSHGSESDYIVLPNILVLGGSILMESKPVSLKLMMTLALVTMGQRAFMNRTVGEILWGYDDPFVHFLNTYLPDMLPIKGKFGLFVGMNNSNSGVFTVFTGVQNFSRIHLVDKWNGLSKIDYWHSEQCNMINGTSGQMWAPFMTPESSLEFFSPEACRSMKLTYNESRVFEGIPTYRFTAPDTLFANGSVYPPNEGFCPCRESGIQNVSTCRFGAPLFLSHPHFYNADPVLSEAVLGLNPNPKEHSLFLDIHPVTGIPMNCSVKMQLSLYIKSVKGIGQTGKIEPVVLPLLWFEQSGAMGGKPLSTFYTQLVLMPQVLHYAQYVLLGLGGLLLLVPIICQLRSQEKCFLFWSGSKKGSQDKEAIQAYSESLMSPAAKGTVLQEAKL
# CAL PDZ FP-2 – untagged CAL PDZ binding inhibitors, primary screen, biochemical, fluorescence polarization, HTS; inhibition, % at 24.9 µM; AID 602252, 2012; 300,000 compounds, 0.92% hits; Golgi-associated PDZ and coiled-coil motif-containing protein (Homo sapiens), Q9HD26; purified CAL PDZ, TMR-peptide fluorescence polarization, 1 h;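 active means mean inhibition of at least 30% with at least half of replicates also reaching 30%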;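 further: 0% = DMSO neutral control and 100% = excess unlabeled competitor peptide PRC23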
# * marks the source's active call; other numbers are inactive results; . = no result given. Outcome played no part in choosing rows; about 3.6% have a hit in one of these screens.
SMILES,Ecoli viability,AddAB inh,Tat transport,MITF TRPM1 HTS,phage Ecoli inh,CAL PDZ FP-1,Wnt bcat act,SR-BI uptake up,SR-BI DiI inh,CAL PDZ FP-2
CCCCN(CCCC)Cc1ccc(C(=O)NNC(=O)Nc2ccc(Cl)cc2)o1,-2.0,-0.1,0,7,1.2,-0.6,4,-18,18,-4
CC1CCCC(C)N1CCCNC(=O)CN1C(=O)c2cccnc2Oc2ccc(Cl)cc21 (centres undefined),-1.4,3.5,-4,3,3.8,-1.1,-6,-3,3,.
c1ccc(CSc2ncccn2)cc1,0.7,0.3,-1,29,-0.6,-2.2,.,1,-1,-14
O=C(CN1CCN(C(=O)c2ccco2)CC1)NCc1ccc(Cl)cc1,-0.3,1.5,7,15,-1.6,-1.8,18,40,-40,-3
CCC(C)NC(=O)c1ccccc1NC(=O)Nc1ccccc1 (centres undefined),-0.7,-0.2,2,3,1.3,-2.5,-2,7,-7,2
COCCN(C(=O)/C=C/c1ccccc1)c1nnc(-c2cccnc2)s1,-1.5,-1.3,-5,-10,1.6,-0.2,0,-7,7,0
Nc1ccc2nn(-c3ccc(F)cc3)nc2c1,0.3,-0.1,-4,.,1.6,10.0,17,-8,8,-6
COc1cc(NC(=O)CC(C)C)ccc1NC(=O)c1ccco1,-3.2,-0.2,-8,70,1.6,-2.9,-1,9,-9,-4
CCOc1ccccc1CNc1ccc(O)cc1,.,.,1,-22,2.3,-1.2,0,-8,8,-3
COc1ccccc1C(=O)Nc1ccccc1C(=O)Nc1ccccc1,-0.3,3.1,.,.,1.0,.,3,.,.,.
O=C(Nc1nnc(C2CC2)s1)C1CCCCN1S(=O)(=O)c1ccccc1 (centres undefined),-3.4,-0.7,6,6,-0.3,-0.8,-1,1,-1,10
O=C(O)CCSc1nnc(CNc2ccc(Cl)cc2)n1Cc1ccccc1,-4.5,2.0,7,-5,2.8,-2.0,-5,13,-13,3
O=c1oc(-c2ccccc2)nc2ccsc12,2.0,6.1,5,-6,0.6,-1.7,.,7,-7,-2
CN1CCN(C(=O)c2ccc(F)c(F)c2)CC1,0.2,4.5,-8,6,2.6,-0.6,-2,-3,3,-1
CCc1ccc(NC(=S)NC2CCN(Cc3ccccc3)CC2)cc1,5.6,7.9,-6,4,6.3,-0.3,.,-8,8,-4
O=C(C[C@H]1C(=O)N(C2CCCCC2)C[C@@H]1Cc1ccccc1)Nc1ccccc1,-2.1,2.1,15,7,3.2,-0.5,-3,-6,6,-2
CC(=O)NCCC(=O)Nc1nc(-c2ccc3c(c2)OCCO3)cs1,0.6,0.6,-6,10,1.0,-2.4,8,-10,10,-5
COc1ccc(Oc2nccc(-c3ccc(F)cc3)c2C#N)cc1,-0.4,2.9,-1,34,-2.2,0.0,.,-4,4,.
COc1ccc(OC)c(-c2csc(NC(=O)Cc3ccc(OC)c(OC)c3)n2)c1,-0.4,5.1,0,6,1.2,-1.9,-3,-13,13,-1
COc1ccc(C(=O)COC(=O)c2ccccn2)cc1OC,-0.3,1.6,-3,-2,3.8,-0.1,4,18,-18,0
O=c1c2ccsc2ncn1Cc1ccccc1F,0.0,2.5,-3,-7,6.8,0.4,.,15,-15,-4
Nc1c(Cl)cc(-c2csc(N3CCCC3c3nc4cc(Cl)c(N5CCCCC5)cc4n3CCOCCO)n2)cc1Cl (centres undefined),-2.8,1.2,-9,3,2.5,0.1,-9,-18,18,-2
COC(=O)c1cnn(-c2ccccc2)c1N,-1.9,0.2,-3,5,1.4,-1.7,1,16,-16,-6
CCOC(=O)Cn1c(C)cc(COC)c(C#N)c1=O,-2.1,3.5,-5,-3,3.1,0.6,0,7,-7,-1
CCN(CC)C(=O)C(=O)c1cccn1-c1c(Cl)cccc1C#N,-1.4,3.0,-7,2,3.4,4.0,1,26,-26,-5

# Compounds listed so far containing a furan ring, fused or not (3):
SMILES,Ecoli viability,AddAB inh,Tat transport,MITF TRPM1 HTS,phage Ecoli inh,CAL PDZ FP-1,Wnt bcat act,SR-BI uptake up,SR-BI DiI inh,CAL PDZ FP-2
CCCCN(CCCC)Cc1ccc(C(=O)NNC(=O)Nc2ccc(Cl)cc2)o1,-2.0,-0.1,0,7,1.2,-0.6,4,-18,18,-4
O=C(CN1CCN(C(=O)c2ccco2)CC1)NCc1ccc(Cl)cc1,-0.3,1.5,7,15,-1.6,-1.8,18,40,-40,-3
COc1cc(NC(=O)CC(C)C)ccc1NC(=O)c1ccco1,-3.2,-0.2,-8,70,1.6,-2.9,-1,9,-9,-4

# Two of these compounds in a different format:
SMILES | Ecoli viability | AddAB inh | Tat transport | MITF TRPM1 HTS | phage Ecoli inh | CAL PDZ FP-1 | Wnt bcat act | SR-BI uptake up | SR-BI DiI inh | CAL PDZ FP-2
CCOC(=O)Cn1c(C)cc(COC)c(C#N)c1=O | -2.1 | 3.5 | -5 | -3 | 3.1 | 0.6 | 0 | 7 | -7 | -1
CCN(CC)C(=O)C(=O)c1cccn1-c1c(Cl)cccc1C#N | -1.4 | 3.0 | -7 | 2 | 3.4 | 4.0 | 1 | 26 | -26 | -5

# Look-ups from the list:
# COc1ccc(C(=O)COC(=O)c2ccccn2)cc1OC in Ecoli viability shows -0.3
# CCN(CC)C(=O)C(=O)c1cccn1-c1c(Cl)cccc1C#N in CAL PDZ FP-1 shows 4.0

# More structures follow.
SMILES,Ecoli viability,AddAB inh,Tat transport,MITF TRPM1 HTS,phage Ecoli inh,CAL PDZ FP-1,Wnt bcat act,SR-BI uptake up,SR-BI DiI inh,CAL PDZ FP-2
CN(C)C(C)(C)C#CCC(c1ccccc1)c1ccccc1,1.5,5.9,-11,-2,2.1,-1.7,-6,2,-2,-1
Cn1c(=O)c2c(nc(NCc3ccco3)n2CC(O)COc2ccccc2)n(C)c1=O (centres undefined),-0.2,1.4,16,4,0.2,0.1,-1,-2,2,-1
CC(=O)c1cccc(-n2nnnc2SCC(=O)NNC(=O)C2CCCCC2)c1,1.4,1.6,-6,-9,0.8,-0.7,0,-1,1,-8
CCOC(=O)Cc1nnc(NC(=O)CSc2ncc(-c3ccccc3)nn2)s1,-2.2,4.3,2,-3,-0.5,-0.5,-2,3,-3,.
COc1ccc(Br)cc1C(=O)Nc1cccc(-c2nnc(-c3ccco3)o2)c1,2.2,0.5,0,5,0.2,-3.0,.,-31,31,-5
CCN(CC)C(=O)c1[nH]cnc1C(=O)NCc1ccccc1,2.5,1.2,-10,-2,2.8,0.7,0,-4,4,0
CCOC(=O)c1cc(C)nn1-c1nc(Cl)cc(OC)n1,0.5,3.7,6,4,3.4,0.0,-1,-1,1,-2
O=c1[nH]c(CN(CCc2ccccc2)S(=O)(=O)c2ccc(Cl)cc2)nc2ccccc12,-1.9,-0.2,0,0,3.6,-0.6,-2,-5,5,-3
O=C(c1cc(Cl)ccc1Cl)N1CCN(Cc2ccccc2)CC1,.,.,6,4,4.1,-1.5,-1,-19,19,-1
O=C1CCCC/C1=C/Nc1ccc(C(=O)O)cc1,-0.5,0.4,-9,56,3.4,-0.8,-1,8,-8,-2
CC(OC(=O)c1cccnc1Cl)C(=O)Nc1ccc(S(N)(=O)=O)cc1 (centres undefined),0.8,0.3,-6,9,4.7,-1.1,1,5,-5,-2
Cc1nc(NC(=O)CCC(=O)O)sc1C(=O)N(C)C,1.2,4.3,7,15,1.0,-0.1,.,-3,3,-1
Oc1ccc(C=NNC(=S)Nc2ccc(F)cc2)c(O)c1,.,.,-1,17,4.9,-0.1,37*,-26,26,32*
CCC1C(C#N)=C(SC)NC2=C1C(=O)CC(C)(C)C2 (centres undefined),-0.8,-2.3,-2,9,1.9,-0.4,.,-4,4,.
O=C1c2cccc3cc([N+](=O)[O-])cc(c23)C(=O)N1CCN1CCCC1,.,.,-11,-82,4.7,1.5,1,5,-5,-4
O=S1(=O)[C@H]2C[C@H](CO)O[C@@]2(CO)CN1Cc1ccc(-c2ccc(F)cc2)cc1,-1.4,0.9,3,13,1.8,0.1,-1,-6,6,-3
COc1cc(C2NC(=O)NC(O)(C(F)(F)F)C2C(=O)c2ccc(Cl)cc2)ccc1O (centres undefined),-8.2,2.1,-6,-6,-2.2,-1.1,2,-5,5,-7
COc1cc(CN2CCCCC2)ccc1OCc1ccccc1,-2.7,4.6,2,12,1.6,2.2,-2,39,-39,-2
CCc1ccc(/C=C2\Oc3c(ccc(O)c3CN3CCN(CCO)CC3)C2=O)cc1,-0.3,-0.4,1,-6,-1.8,-2.6,4,.,.,-2
CCC(=O)n1nc(-c2cccnc2)nc1NCc1cccs1,-0.3,-0.9,-4,7,-0.6,-0.9,1,27,-27,-4
Cc1ccc(S(=O)(=O)N2CCC(C(=O)NN3CCCCC3)CC2)cc1,0.2,2.0,-3,-4,4.0,-0.2,-4,27,-27,-5
COc1ccc(NC(=O)c2ccccc2NC(=O)COc2ccccc2)cc1,-0.2,4.1,-1,17,3.7,-1.4,.,10,-10,-5
CN1CCN(S(=O)(=O)c2ccc(N)cc2)CC1,-1.3,3.1,6,3,1.8,-0.1,-2,9,-9,.
CCCCCCCC(=O)N1c2ccccc2NC(=O)C1CC(=O)Nc1ccc(C(=O)O)cc1 (centres undefined),1.7,0.6,-7,2,2.5,-0.8,-1,.,.,5
COc1cccc(-c2nc3n(n2)C(c2cccs2)C(C(=O)Nc2cccnc2)=C(C)N3)c1 (centres undefined),0.9,5.8,-17,-10,2.6,-0.7,-4,3,-3,-3
CCc1nc(NCc2ccc3c(c2)OCO3)c2oc3ccccc3c2n1,-1.7,0.8,10,-7,2.7,-2.2,-4,-6,6,-6
O=C1C=C(c2cc(C(F)(F)F)cc(C(F)(F)F)c2)C[C@@H](c2ccc3c(c2)OCO3)C1,3.2,5.0,2,-4,2.6,-0.5,-5,-51,51,0

# 5 of these compounds, reformatted.
compound	Ecoli viability	AddAB inh	Tat transport	MITF TRPM1 HTS	phage Ecoli inh	CAL PDZ FP-1	Wnt bcat act	SR-BI uptake up	SR-BI DiI inh	CAL PDZ FP-2
CCN(CC)C(=O)C(=O)c1cccn1-c1c(Cl)cccc1C#N	-1.4	3.0	-7	2	3.4	4.0	1	26	-26	-5
CN(C)C(C)(C)C#CCC(c1ccccc1)c1ccccc1	1.5	5.9	-11	-2	2.1	-1.7	-6	2	-2	-1
Cn1c(=O)c2c(nc(NCc3ccco3)n2CC(O)COc2ccccc2)n(C)c1=O (centres undefined)	-0.2	1.4	16	4	0.2	0.1	-1	-2	2	-1
CC(=O)c1cccc(-n2nnnc2SCC(=O)NNC(=O)C2CCCCC2)c1	1.4	1.6	-6	-9	0.8	-0.7	0	-1	1	-8
CCOC(=O)Cc1nnc(NC(=O)CSc2ncc(-c3ccccc3)nn2)s1	-2.2	4.3	2	-3	-0.5	-0.5	-2	3	-3	.
